Screening data (PubChem BioAssay)
ADAM17 inh = ADAM17 inhibition, QFRET primary screen; P78536; recombinant ADAM17, EDANS/DABCYL FRET peptide cleavage; inhibition, % at 6.95 µM; actives 0.83% (n = 370,000);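 active = inhibition above the mean of compounds lying between control limits plus 3 SD, set per campaign, cut at about 8.5% in these data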;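 note: 0% = DMSO-only wells as the low control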
hgDAF12 agonist = activates the H. glycines DAF-12 receptor ligand-binding domain. HEK293 GAL4-hgDAF12 UAS-luciferase reporter, agonist luminescence; normalized to butyrate control. activation, % at 6.8 µM. actives 1.8% (n = 370,000);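 active = activation above a cutoff set at the mean of all screened compounds plus 3 SD, cut at about 10% in these data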;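 note: 0% = DMSO wells and 100% = sodium butyrate wells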
DAX1 inh-1 = DAX1 (NR0B1) inhibition, primary screen; HEK293T StAR-luciferase reporter, SF-1/DAX-1 repression relief; inhibition, % at 6.8 µM; actives 1.1% (n = 370,000); AID 652010;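 active = inhibition above the mean over all tested compounds plus 3 SD, cut at about 3.6% in these data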;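 note: 0% = DAX-1 cells with DMSO and 100% = cells lacking DAX-1 with DMSO; higher inhibition means more luminescence from relief of DAX-1 repression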
PLCg1 inh = inhibitors of human phospholipase C gamma1; inhibition, % at 12.2 µM; P19174; AID 720700; purified PLC-gamma1, fluorogenic substrate, fluorescence; actives 0.84% (n = 370,000); in the data active = inhibition above about 9.5%
Target sequence (P19174 whole entry, looked up): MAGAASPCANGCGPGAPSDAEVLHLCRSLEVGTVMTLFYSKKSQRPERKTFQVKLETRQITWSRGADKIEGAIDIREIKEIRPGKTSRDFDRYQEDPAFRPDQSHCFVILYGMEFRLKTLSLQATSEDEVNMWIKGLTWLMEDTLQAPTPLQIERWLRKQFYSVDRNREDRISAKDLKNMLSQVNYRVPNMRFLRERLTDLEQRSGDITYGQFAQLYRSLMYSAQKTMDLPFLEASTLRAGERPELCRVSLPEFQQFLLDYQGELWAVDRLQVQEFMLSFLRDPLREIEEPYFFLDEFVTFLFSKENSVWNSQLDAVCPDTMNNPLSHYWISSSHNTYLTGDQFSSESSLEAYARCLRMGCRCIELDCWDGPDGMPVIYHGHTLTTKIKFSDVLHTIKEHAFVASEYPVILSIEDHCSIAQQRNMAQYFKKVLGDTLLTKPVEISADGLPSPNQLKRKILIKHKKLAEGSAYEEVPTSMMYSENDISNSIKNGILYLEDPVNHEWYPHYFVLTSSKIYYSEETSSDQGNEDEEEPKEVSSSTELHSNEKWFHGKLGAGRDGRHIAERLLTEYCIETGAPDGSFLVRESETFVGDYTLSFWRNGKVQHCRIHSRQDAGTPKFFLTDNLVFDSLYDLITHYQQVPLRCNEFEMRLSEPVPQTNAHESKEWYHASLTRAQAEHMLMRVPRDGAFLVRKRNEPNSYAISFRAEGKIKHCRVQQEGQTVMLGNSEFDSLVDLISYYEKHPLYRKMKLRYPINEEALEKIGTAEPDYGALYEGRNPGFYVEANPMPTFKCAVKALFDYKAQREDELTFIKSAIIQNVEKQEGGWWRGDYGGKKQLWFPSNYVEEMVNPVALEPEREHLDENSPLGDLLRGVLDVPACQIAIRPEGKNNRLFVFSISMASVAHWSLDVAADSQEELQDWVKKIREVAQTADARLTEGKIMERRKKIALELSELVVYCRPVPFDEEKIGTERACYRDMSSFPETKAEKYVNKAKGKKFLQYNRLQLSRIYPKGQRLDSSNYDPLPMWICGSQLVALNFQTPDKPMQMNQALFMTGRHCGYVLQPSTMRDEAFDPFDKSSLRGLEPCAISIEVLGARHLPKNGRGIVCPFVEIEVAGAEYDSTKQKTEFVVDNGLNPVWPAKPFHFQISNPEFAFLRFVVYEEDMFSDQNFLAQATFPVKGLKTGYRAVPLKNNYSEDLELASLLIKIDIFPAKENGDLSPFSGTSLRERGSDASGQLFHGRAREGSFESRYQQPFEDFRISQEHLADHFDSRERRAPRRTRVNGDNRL
HGIII-sPLA2 inh = Inhibits HGIII-sPLA2 liposome hydrolysis, primary screen; actives 0.56% (n = 370,000); QFRET BODIPY PC-A2 liposome hydrolysis, fluorescence; inhibition, % at 12.2 µM; AID 743126;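 active = inhibition above mean plus 3 SD of compounds lying within the high and low control bounds, cut at about 19% in these data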;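 note: 0% = median of test compound wells and 100% = no enzyme DMSO wells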
ADAM10 inh = inhibitors of human ADAM10. O14672. recombinant ADAM10, EDANS/DABCYL FRET peptide cleavage, 3 h. inhibition, % at 7 µM. actives 0.62% (n = 370,000);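 active = inhibition above a per-campaign cutoff equal to the mean of compounds falling between control-based bounds plus 3 SD, cut at about 20% in these data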;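 note: 0% = DMSO wells while the 100% control is not disclosed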
ssDAF12 agonist = activates DAF-12 receptor from parasite S. stercoralis. activation, % at 6.8 µM. HEK293 ssDAF-12/GRIP1 lit1-tk-luc reporter, luminescence; % of 3 µM dafachronic acid response. actives 1% (n = 370,000);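 active = activation above the mean over all tested compounds plus 3 SD, cut at about 0.9% in these data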;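 note: 0% = DMSO-only wells and 100% = 3 µM delta7-dafachronic acid wells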
hcDAF12 agonist = activates DAF-12 receptor from parasite H. contortus. HEK293 hcDAF-12 lit1-tk-luc reporter, luminescence; 0% DMSO, 100% Δ7-dafachronic acid. actives 1.4% (n = 370,000). activation, % at 6.8 µM;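 active = activation above the mean of all tested compounds plus 3 SD, cut at about 5.5% in these data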;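 note: 100% = response to 3 µM Δ7-dafachronic acid high control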
GAA850 FXN act = increases GAA850 frataxin promoter reporter activity. AID 540364. HEK293 lucGAA850 FXN promoter luciferase reporter, 24 h; percent of 10 µM SAHA response. actives 0.56% (n = 360,000). activation, % at 6 µM;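 active = activation above the average of all compounds screened plus 3 SD, cutoff fixed separately per campaign, cut at about 7.5% in these data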;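 note: 0% = DMSO wells and 100% = 10 µM SAHA wells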
PLCb3 inh = inhibitors of human phospholipase C beta3; Q01970; actives 0.18% (n = 370,000); Purified PLC-beta3, fluorogenic substrate, fluorescence; inhibition, % at 12.2 µM; AID 720704; in the data active = inhibition above about 11%;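 note: 0% = median of compound wells on plate and 100% = full blocker control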
DAX1 inh-2 = inhibits human nuclear receptor DAX1; HEK293 Gal4-DAX1 luciferase reporter, luminescence; inhibition, % at 6.75 µM; actives 0.99% (n = 340,000); AID 504766;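 active = inhibition above the mean over all tested compounds plus 3 SD, cut at about 4.2% in these data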;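 note: 0% = DAX1-transfected cells with DMSO and 100% = empty-vector control cells with DMSO; inhibition shows as a rise in luminescence from relieved DAX1 repression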
Active calls of the source: *; nt = no result given.

SMILES	ADAM17 inh	hgDAF12 agonist	DAX1 inh-1	PLCg1 inh	HGIII-sPLA2 inh	ADAM10 inh	ssDAF12 agonist	hcDAF12 agonist	GAA850 FXN act	PLCb3 inh	DAX1 inh-2
CC(C)NC(=O)c1ccc(NC(=O)CC2SC(N3CCCCC3)=NC2=O)cc1 (stereo not given)	0	-4.0	-0.9	3	4	-5	1.7*	2.4	0.3	-9	0.6
Cc1cccc2cc3c(NC(=O)C(C)C)nn(C)c3nc12	-8	3.9	-0.1	-136	-2	-24	-0.7	-0.3	-0.5	-174	1.9
COc1ccc(-c2ocnc2C(=O)N2CCN(C(c3ccccc3)c3ccccc3)CC2)cc1	2	-2.2	-0.8	3	-8	8	-0.8	-1.2	0.2	-2	2.5
Cc1ccc(C(O)Cn2cc([N+](=O)[O-])nc2C)cc1 (stereo not given)	-3	-0.4	-0.1	4	4	-1	-1.5	-2.4	-0.1	-6	2.4
CCN1/C(=C\c2ccc3ccccc3[n+]2CC)Sc2cc(C)ccc21	0	-11	-3.2	-32	8	0	-3.0	-5.2	-10	-26	-4.1
O=C(c1cccc([N+](=O)[O-])c1)N(c1ccccn1)c1ccccn1	-2	-0.4	-0.4	2	3	10	-0.8	0.4	2.0	5	1.0
O=C(Cn1cnc([N+](=O)[O-])n1)N/N=C/c1cccc2ccccc12	-2	-1.7	-0.6	1	-2	0	-1.2	-0.1	-0.4	0	0.8
Cc1[nH]n2c(=O)cc(C(C)(C)C)nc2c1-c1ccccc1	-6	-6.4	-2.2	-51	1	-25	-1.3	-1.7	-4.2	-60	-2.8
COc1ccc(-c2cccc(NS(=O)(=O)c3cc([N+](=O)[O-])ccc3C)c2)nn1	2	-1.9	-2.0	2	-29	4	-1.3	-2.2	-0.5	-4	0.2
CCN(CC)S(=O)(=O)c1ccc(N2CCOCC2)c(NS(=O)(=O)c2ccc(C(C)C)cc2)c1	5	9.8	0.6	3	-9	13	-1.2	-1.6	1.4	3	-0.5
COc1ccc(-c2noc(COc3ccc4ccccc4c3Br)n2)cc1OC	-6	2.4	-0.6	2	2	-4	-0.8	-0.9	-0.7	1	-0.4
CCOC(=O)c1sc(NC(=O)Nc2ccccc2F)nc1C	3	2.4	3.7*	1	-7	-7	-0.5	3.2	-10	0	-2.2
O=C(/C=C/c1ccco1)Oc1cccc2cccnc12	3	-0.8	0.7	0	-1	5	-1.6	-0.9	0.1	-3	1.4
O=C(COc1ccc(Cl)cc1Cl)Nc1ccc(CN2CCOCC2)cc1	-6	0.8	-0.6	-2	2	0	-1.2	-1.2	-2.6	-13	-0.6
Cc1nc2ccccn2c1C(=O)NC1CCCCC1	-1	-0.8	-0.2	0	-5	-6	-1.4	-1.4	-0.3	-2	1.1
CC(C)OCCCNC(=O)c1ccc(NC(=O)C2CCCO2)cc1 (stereo not given)	0	0.3	0.1	1	0	-3	-0.9	-2.3	-0.6	1	-1.3
COc1ccc(NC(=O)CSc2nnc(Cn3c(=O)sc4ccccc43)n2C)c(OC)c1	-2	5.0	-1.0	1	0	-7	-1.1	1.2	2.1	-1	2.1
COc1ccccc1NC1CCCCC1NS(=O)(=O)c1ccc(C)cc1 (stereo not given)	-3	-1.1	-0.8	0	-2	5	-1.1	-1.5	-0.2	-5	-0.8
CC(C)(C)c1ccc(/C=N/NC(=O)C(=O)NCCCN2CCOCC2)cc1	-2	5.6	-0.1	6	-1	9	-0.9	0.4	0.1	6	-0.5
Nc1[nH]c(C(=O)c2ccccc2)c(-c2ccncc2)c1C(=O)NCc1cccc2ccccc12	2	-0.5	0.4	-24	17	-9	-1.4	0.2	nt	-3	nt
CC(NC(=S)N1CCN(c2ccccc2)CC1)c1ccccc1 (stereo not given)	2	-2.5	-0.6	1	7	4	-0.9	-1.1	-0.8	7	0.2
CCCCN(C(=O)CSCc1ccc(C)cc1)c1c(N)n(CCC)c(=O)[nH]c1=O	-10	-0.3	0.5	-5	2	-29	-0.6	-0.1	-1.3	-9	0.9
COc1ccc(NC(=O)CN2C(=O)NC3(CCCc4ccccc43)C2=O)c(OC)c1 (stereo not given)	2	-1.4	-3.2	1	-2	-4	-1.4	0.9	0.1	-2	1.6
Cc1ccc(-c2sc(-c3cccnc3)nc2CC(=O)O)cc1	-2	0.0	0.6	-4	-6	-24	-1.0	0.1	-0.6	0	-0.3
COc1ccc(-c2csc3ncnc(N4CCN(S(=O)(=O)c5ccc(Cl)s5)CC4)c23)cc1	2	-1.4	-3.0	-3	2	2	-1.6	-2.9	0.2	1	-1.3
COc1ccc(C(C(=O)NC2CCCC2)N(C(=O)c2ccoc2C)c2cc(C)cc(C)c2)cc1 (stereo not given)	2	-1.9	0.1	4	-6	3	-1.3	3.1	-1.2	2	-0.5
CC(C)CNC(=O)Nc1ccc(F)c(Cl)c1	-3	2.9	-0.4	0	7	-5	-1.5	0.4	2.4	2	0.6
Cc1cc2nc3n(c2cc1C)CC1CC(C(=O)NCCc2cccs2)N(C)C31 (stereo not given)	-4	0.0	-0.4	-1	8	-1	-1.6	-1.0	1.2	-3	0.8
COc1cc(OC)c(NC(=O)Nc2ccc(OC)c(OC)c2)cc1Cl	-3	-1.5	-0.7	-1	6	-11	-1.5	-1.9	-0.4	0	-1.1
COc1ccc(C(=O)NCC(=O)Nc2ccc(F)cc2)cc1OC	-3	-2.3	0.2	2	1	-3	-0.3	0.7	-1.1	1	-0.5
O=[N+]([O-])c1ccc(C=NN2CCOCC2)s1	1	-1.5	-1.8	1	5	-8	-1.5	0.1	-2.2	-4	1.4
CSCCCNC(=O)c1ccc(OC2CCN(CCc3ccccc3)CC2)cc1	-1	7.1	-0.2	2	-7	-5	-0.8	-1.0	4.1	-3	-0.4
Cc1c(Cl)c([N+](=O)[O-])nn1CCCC(=O)Nc1ccc(Cl)cc1Cl	2	3.4	-0.5	2	-4	5	-1.8	-0.7	-0.5	1	-0.1
O=C(COC(=O)c1ccccc1O)Nc1cccc(S(=O)(=O)N2CCCC2)c1	-1	1.2	0.4	-6	-16	0	-1.6	0.3	0.8	-8	0.1
CCc1ccc(C(=O)COC(=O)c2cnccn2)cc1	1	0.8	0.6	6	5	0	-0.6	-0.2	-1.4	4	0.5
CCOC(=O)C1CCN(C(=O)COC(=O)c2ccc(=O)n(Cc3ccccc3)n2)CC1	0	-0.6	-0.3	-9	-1	-2	-0.9	-0.8	1.3	-3	-0.5
COc1ccc(OC)c(CNC(=O)C2CCCN(c3nc4ccccc4o3)C2)c1 (stereo not given)	-1	3.1	-0.7	0	2	0	-1.4	0.9	0.1	3	-0.1
Cc1ccc(NC2(c3nnnn3-c3c(C)cccc3C)CCCCC2)cc1	6	-0.2	-0.6	4	-1	4	-1.5	-0.3	0.6	4	-0.5
Nc1cccn2c(-c3ccc(Cl)cc3)cnc12	-34	16*	2.9	-84	-10	-89	0.8	7.4*	5.9	-105	1.9
C=CCn1c(SCC(=O)N(C)C)nc2cc(C(=O)O)ccc2c1=O	-5	-2.4	-0.1	4	12	-17	-0.9	-1.1	1.5	4	1.7
Cc1cccc(C)c1NC(=O)CCCCCNS(=O)(=O)c1ccccc1	2	-0.2	-0.1	2	-2	2	-0.9	0.3	-0.6	2	-0.2
COc1ccc(-c2cc3ccccc3n2CC(O)CNC(CO)(CO)CO)cc1 (stereo not given)	-8	0.2	-0.3	-7	5	-25	-0.2	3.6	-1.8	-7	-0.4
COc1cc(C2N(c3cccc(Cl)c3)C(=O)C3CCCN32)cc(OC)c1OC (stereo not given)	-2	0.9	0.0	-2	2	-14	-0.7	0.4	0.4	-6	1.3
CCN(c1ccc(OC)cc1)S(=O)(=O)c1csc(C(=O)N2CCCC2)c1	0	-0.7	-3.1	-2	2	4	-1.7	1.0	3.2	-4	0.0
NC(=O)CSc1nnc(-c2cc(-c3cccs3)nc3ccccc23)o1	-50	0.8	-0.7	-71	-3	-137	-1.0	-0.9	3.2	-74	-0.6
C/C=C/C(=O)N1c2ccc(C)cc2C(C)=CC1(C)C	-4	-0.5	0.0	6	7	6	-1.0	-1.2	2.6	0	0.6
NC(=O)CC[C@@H]1NC(=O)[C@H](CO)NC(=O)c2cc([N+](=O)[O-])cc(I)c2NCCC[C@@H](C(N)=O)NC(=O)[C@H](Cc2ccc(O)cc2)NC1=O	-3	-0.2	-0.1	3	-5	6	-1.2	-1.1	nt	1	nt
Cc1nc(N2CCCCC2)nc(N2CCCCC2)c1C=O	2	-1.0	0.2	-8	1	10	-0.8	-1.6	4.9	-14	-1.2
CCOC(=O)[C@]12CCC=C1N(Cc1ccc3c(c1)OCO3)C(=O)[C@H](CC(=O)N1CCCC1)C2	-4	-1.5	0.0	1	9	-13	-1.5	-0.3	nt	3	nt
O=[N+]([O-])c1cc(Cl)cc(/C=N/Nc2nc3ccccc3s2)c1O	-2	3.8	0.5	2	1	-1	0.3	3.9	2.3	0	-0.2
More compounds
SMILES	ADAM17 inh	hgDAF12 agonist	DAX1 inh-1	PLCg1 inh	HGIII-sPLA2 inh	ADAM10 inh	ssDAF12 agonist	hcDAF12 agonist	GAA850 FXN act	PLCb3 inh	DAX1 inh-2
COc1ccc(Nc2nc(N)nc(CSC(=S)N3CCN(C)CC3)n2)cc1	1	3.5	-0.6	8	-4	3	5.4*	-0.3	2.6	1	1.9
COc1ccc(OC)c(NC(=S)NN2CCOCC2)c1	-2	-0.5	0.1	1	1	-3	-1.0	-0.5	2.7	0	0.4
O=C(CCCN1CCC(O)(c2cccc(C(F)(F)F)c2)CC1)c1ccc(F)cc1	-3	3.1	-0.5	0	-6	-6	-0.6	-1.3	-1.0	2	-0.3
O=C(COC(=O)c1cc(S(=O)(=O)N2CCOCC2)ccc1F)c1ccc[nH]1	1	-0.9	-1.1	1	16	-5	-1.6	-0.8	1.9	-6	0.6
CN(C(=O)c1cc2ccccc2oc1=O)C1(C)CCS(=O)(=O)C1 (stereo not given)	-2	0.0	0.8	1	-1	-4	-0.8	0.6	2.4	2	-0.6
Cc1ccc(-n2c(SCC3CCCCO3)nnc2-c2ccco2)cc1 (stereo not given)	-3	0.4	-0.6	-3	-4	0	-0.6	-2.4	1.9	-3	-0.3
CCCNC(=O)c1ccc(COc2ccc(C(C)(C)C)cc2)o1	2	1.2	-0.9	-1	-8	6	-1.4	-2.3	2.7	-6	-1.2
CCC(=O)C1CCCN(C(=O)c2ccc3nc(-c4cccc(OC)c4)oc3c2)C1 (stereo not given)	-5	9.5	7.0*	1	-18	0	-0.2	4.8	4.0	-9	0.4
CS(=O)(=O)N1CCC(C(=O)Nc2c(F)cccc2F)CC1	-8	0.3	-0.1	0	4	-7	-1.2	-1.0	-0.3	-1	1.2
